Screening results from PubChem BioAssay.
CRFR2-BP ag: agonists of CRF-BP/CRF-R2 complex, primary screen, cell-based, HEK293, calcium dye fluorescence, uHTS. CRF-binding protein / CRF receptor 2 complex (human). calcium dye fluorescence (FLIPR); percent of saturating CRF peptide response. activation, % at 13.2 µM. 350,000 compounds, 0.46% hits;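 active = activation of at least 50%, plus an integration ratio under a set limit after plate pattern correction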;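 note: plate controls were neutral control wells without compound for no effect and CRF at EC100 for full effect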
CHRM4 PAM: human M4 muscarinic receptor positive allosteric modulators, primary screen, CHO-K1 cells, Fluo-8 calcium fluorescence. Muscarinic acetylcholine receptor M4 (Homo sapiens), P08173. CHO-K1 hM4/Gqi5, ACh EC20; 0% = ACh EC20, 100% = maximal ACh. activation, % at 3 µM. 360,000 compounds, 0.4% hits. AID 624126, 2012;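 active = activation above its plate's cutoff, the mean activation of sample wells plus 3 SD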; note: some results filed as inactive read as strong as hits
M4 antag: human M4 muscarinic receptor antagonists, primary screen, CHO cells, Fluo-8 calcium fluorescence | 360,000 compounds, 0.73% hits | inhibition, % at 3 µM | AID 624125, 2012 | CHO-hM4 cells, ACh EC80 | Muscarinic acetylcholine receptor M4 (Homo sapiens), P08173;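 active = inhibition above its plate's cutoff, the mean inhibition of sample wells plus 3 SD, cut at about 27% in these data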;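 note: 0% = acetylcholine EC80 with DMSO and 100% = DMSO without agonist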
CRFBP-R2 block: antagonists of CRF-BP/CRF-R2 complex, primary screen, cell-based, HEK293, calcium dye fluorescence, uHTS; CRF-induced calcium fluorescence; inhibition, % at 11.8 µM; 350,000 compounds, 0.59% hits; AID 588475, 2011;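 active = inhibition of the ligand-induced calcium signal above about 50% at the single tested concentration, limit read from the data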
M5 antag: human M5 muscarinic receptor antagonists, primary screen, CHO cells, Fluo-8 calcium fluorescence; Muscarinic acetylcholine receptor M5 (Homo sapiens), P08912; CHO-hM5 cells, ACh EC80; inhibition, % at 3 µM; 360,000 compounds, 0.59% hits;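 active = inhibition above a per-plate cutoff, the mean of that plate's test compounds plus 3 SD, cut at about 27% in these data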;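 note: 0% = acetylcholine EC80 with DMSO and 100% = DMSO without agonist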
M5 PAM: human M5 muscarinic receptor positive allosteric modulators, primary screen, CHO-K1 cells, Fluo-8 calcium fluorescence; Muscarinic acetylcholine receptor M5 (Homo sapiens), P08912; CHO-K1 hM5, ACh EC20 PAM; 0% = ACh EC20, 100% = ACh EC100; activation, % at 3 µM; 360,000 compounds, 0.3% hits; AID 624038, 2012;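 active = activation above the run cutoff, the mean activation of all test compounds plus 3 SD, cut at about 18% in these data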
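System – CHO-K1 hM5 cells · Compound – 3 µM, single dose · Incubation – compound preincubation 140 s before EC20 acetylcholine addition · Technique – Fluo-8 calcium fluorescence · Measure – Max/basal fluorescence ratio as % of EC20–EC100 ACh window · Benchmarks – low control EC20 acetylcholine (0%), high control EC100 acetylcholine (100%) · Replication – singlicate, one well per test compound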
IDE inh: human IDE inhibitors in live cells, primary screen, fluorescence polarization, HEK cells, FAbetaB substrate; Insulin-degrading enzyme (Homo sapiens), P14735; FAbetaB cleavage; inhibition, % at 5.59 µM; 320,000 compounds, 0.41% hits; AID 434962, 2010;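 active = percent inhibition above the average of all tested compounds plus 3 SD, set per screening campaign, cut at about 16% in these data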;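 note: IDE supplied by intact live HEK cells; FP after avidin binding of uncleaved biotin substrate so inhibition keeps polarization high; 0% = DMSO wells and 100% = 60 µM reference IDE inhibitor Ii1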
Target sequence (P14735 whole entry, looked up): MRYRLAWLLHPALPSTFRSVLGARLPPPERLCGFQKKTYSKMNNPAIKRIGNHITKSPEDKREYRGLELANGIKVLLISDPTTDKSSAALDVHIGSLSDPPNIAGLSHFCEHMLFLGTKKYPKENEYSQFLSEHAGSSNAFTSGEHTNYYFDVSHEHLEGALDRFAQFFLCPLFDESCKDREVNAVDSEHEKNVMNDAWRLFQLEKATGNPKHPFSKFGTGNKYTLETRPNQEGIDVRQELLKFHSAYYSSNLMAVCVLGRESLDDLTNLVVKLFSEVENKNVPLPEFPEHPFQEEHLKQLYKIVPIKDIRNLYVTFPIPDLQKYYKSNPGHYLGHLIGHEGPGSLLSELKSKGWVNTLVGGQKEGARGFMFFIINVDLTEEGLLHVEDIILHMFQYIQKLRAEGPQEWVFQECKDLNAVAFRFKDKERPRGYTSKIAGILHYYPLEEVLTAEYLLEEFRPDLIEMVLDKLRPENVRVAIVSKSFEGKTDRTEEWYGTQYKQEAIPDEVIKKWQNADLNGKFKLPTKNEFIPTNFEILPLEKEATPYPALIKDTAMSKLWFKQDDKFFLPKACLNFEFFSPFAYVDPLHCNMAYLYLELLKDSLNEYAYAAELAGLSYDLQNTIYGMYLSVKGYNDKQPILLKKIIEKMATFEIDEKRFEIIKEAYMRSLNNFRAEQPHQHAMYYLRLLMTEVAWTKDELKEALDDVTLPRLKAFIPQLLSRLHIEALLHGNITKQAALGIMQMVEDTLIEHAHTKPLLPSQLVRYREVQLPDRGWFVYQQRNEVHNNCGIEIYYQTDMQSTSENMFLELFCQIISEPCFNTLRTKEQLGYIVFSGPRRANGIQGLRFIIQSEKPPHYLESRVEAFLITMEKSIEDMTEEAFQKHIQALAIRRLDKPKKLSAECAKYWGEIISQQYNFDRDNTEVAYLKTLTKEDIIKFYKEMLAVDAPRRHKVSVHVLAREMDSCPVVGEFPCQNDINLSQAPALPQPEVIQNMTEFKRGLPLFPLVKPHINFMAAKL
M4 ag: human M4 muscarinic receptor agonists, primary screen, CHO-K1 cells, Fluo-8 calcium fluorescence; CHO-K1 hM4/Gqi5; vehicle 0%, full acetylcholine response 100%; activation, % at 3 µM; 360,000 compounds, 0.14% hits; Muscarinic acetylcholine receptor M4 (Homo sapiens), P08173;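 active = activation above the run mean over all test wells plus 3 SD, cut at about 32% in these data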;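 note: peak over basal fluorescence ratio per well then scaled between controls; 0% = DMSO wells and 100% = acetylcholine at EC100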
CHRM5 agonist: human M5 muscarinic receptor agonists, primary screen, CHO-K1 cells, Fluo-8 calcium fluorescence; 360,000 compounds, 0.19% hits; CHO-K1 hM5 cells; 0% DMSO wells, 100% maximal acetylcholine response; activation, % at 3 µM;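 active = activation above the run's mean over test compounds plus 3 SD, cut at about 23% in these data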;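 note: signal is peak over basal fluorescence ratio across the kinetic read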
Numbers without * were called inactive; . = not tested or not shown. An unsorted share of the library; 2.9% or so of the library scored in one or more.

SMILES	CRFR2-BP ag	CHRM4 PAM	M4 antag	CRFBP-R2 block	M5 antag	M5 PAM	IDE inh	M4 ag	CHRM5 agonist
Cc1ccc(N2CC(C(=O)N3CCC(C(=O)NC(C)(C)C)CC3)CC2=O)cc1 (configuration not stated)	-2.0	1	-8	-1	10	1	-3	0	-4
Cc1ccc(-n2cc(CN3CCN(Cc4nccn4C)CC3)c(-c3cccc(C)c3)n2)cc1	-1.4	-3	-13	-21	8	3	5	6	-7
OCCNC1=NCCN1	0.6	-4	-7	0	4	-5	5	0	-1
O=C1c2cccc3c(Cl)ccc(c23)C(=O)N1O	-0.3	4	10	-15	1	1	-7	-3	1
COc1ccc2nnc(-c3ccc(C(F)(F)F)cc3)n2n1	-1.4	-1	-7	1	3	2	-2	0	-3
Cc1ccc(-n2c(SCC(=O)NCc3ccco3)nc3sc4c(c3c2=O)CC(C)(C)SC4)cc1	0.2	6	1	1	2	1	-4	1	-3
COc1ccc(NC(=O)CSc2nc(C(C)C)nc3c2c(=O)n(C)c(=O)n3C)c(OC)c1	-2.8	-3	8	9	14	-4	0	1	-2
CCOc1ccccc1NC(=O)CC1Nc2ccccc2NC1=O (configuration not stated)	-1.2	13	-4	-12	-1	2	3	2	1
CCOC(=O)C1=C(C)N=c2s/c(=C3\C(=O)Nc4ccccc43)c(=O)n2C1c1ccc2c(c1)OCO2 (configuration not stated)	-1.7	13	1	3	-1	3	2	1	0
O=C(Nc1nc2c(F)cc(F)cc2s1)c1ccccn1	4.9	-6	10	1	13	-1	4	2	1
CC(C)CN(C1CCS(=O)(=O)C1)S(=O)(=O)c1ccc(C(C)C)cc1 (configuration not stated)	-1.5	-1	0	-9	4	3	-3	0	-3
CC1(C)CNC(=O)c2sc(N3CCOCC3)nc2C1	3.4	-2	4	-18	5	-15	5	1	3
Cc1ccc(S(=O)(=O)N/N=C\c2cn(CC(N)=O)c3ccccc23)cc1	-0.2	2	-8	-10	8	-5	1	0	-1
CCN(CC)C(=O)Oc1cc2c(-c3cc4cccc(OC)c4o3)cc(=O)oc2cc1C	1.6	2	-3	46	-1	4	2	2	-5
Cc1ccc(C(=O)Nc2cccc(O)c2)cc1S(=O)(=O)N1CCCCCC1	-1.4	2	-6	-8	22	-10	2	15	-2
C[C@H](CO)N1C[C@H](C)[C@@H](CN(C)Cc2ccc(Oc3ccccc3)cc2)Oc2cc(Br)ccc2S1(=O)=O	1.5	10	-26	19	-6	-2	.	1	2
COc1ccc(N2CCN(S(=O)(=O)c3c[nH]c(=O)[nH]c3=O)CC2)cc1	-1.5	0	-1	12	-2	1	-2	0	6
Cc1ccc(N(C(C)C(=O)O)S(=O)(=O)c2cccnc2)cc1 (configuration not stated)	0.6	2	2	3	5	2	-2	0	2
Clc1cccc(-c2nc(NCCN3CCOCC3)c3ccccc3n2)c1	0.5	-16	17	-29	20	-17	3	18	2
COc1ccc(S(=O)(=O)N(CC(=O)NC2CCCC2)c2ccccc2OC)cc1	-10	1	-3	1	-1	-2	-4	5	-3
CCCn1c(=O)c2c(nc3n2CCCN3Cc2ccccc2)n(C)c1=O	-0.7	-1	-2	4	1	-1	-2	2	-2
CCOC(=O)C1=C[C@@H](C2CCCC2)N(S(=O)(=O)c2ccc([N+](=O)[O-])cc2)[C@H]1c1ccccc1	.	-18	39*	.	7	-10	.	6	2
O=C(C[C@@H]1C[C@@H]2c3cc(NS(=O)(=O)c4ccc(F)cc4)ccc3O[C@@H]2[C@@H](CO)O1)NC1CCCCC1	-0.5	4	-3	-14	11	-2	.	4	0
CCCCCCCN(C(=O)CCl)c1ccccc1C	0.4	-1	-16	-35	-2	4	1	-1	-3
COCCNC(=O)c1cnn2c(C(F)(F)F)cc(-c3ccc4c(c3)OCO4)nc12	5.9	-1	8	2	2	-5	1	0	1
COc1cc(OC)c(C(=O)O/N=C(\N)c2ccccn2)cc1OC	-0.5	6	-5	2	-1	5	-3	1	-4
COc1ccc(-c2noc(-c3ccoc3C)n2)cc1OC	-0.8	-6	-1	-6	3	1	-3	0	-3
COc1ccc(OC)c(N(CCN2C(=O)c3ccccc3C2=O)C(=O)CCl)c1	-0.6	3	-8	3	-1	1	.	3	0
CCn1c(N2CCN(S(=O)(=O)CC)CC2)nc2ccccc21	-4.0	7	-8	9	3	6	-1	1	-1
CCCn1nnnc1NC(=O)c1ccc(C)cc1Cl	-0.4	7	-5	-1	4	-3	-3	1	-2
COc1cc(OC)cc(OC2(C)CCN(Cc3ccc(OC(C)C)cc3)C2)c1 (configuration not stated)	.	-10	53*	.	11	-15	.	2	0
CCOc1ccc(-n2cnnn2)cc1S(=O)(=O)N1CCCCC1	-0.9	-4	-1	12	2	3	-1	1	1
CN1CCN(c2oc(-c3ccccc3Cl)nc2S(=O)(=O)c2ccccc2)CC1	-1.6	-1	5	-26	6	-1	6	4	-2
CN1CCN(CCNC(=O)Nc2ccc(Cl)cc2)CC1	-0.4	-2	-2	8	-10	1	-3	3	-4
O=C(NCCCO)c1nnc(Cc2c(F)cccc2Cl)o1	1.8	29*	-8	-4	-7	12	7	1	6
O=S(=O)(c1cccc(F)c1)N1CCC(CO)(Cc2cccc(F)c2)CC1	3.0	-12	1	-15	9	-10	5	5	-4
CCCCCCCCCCSc1n[nH]c(N)n1	0.9	7	0	-1	-6	7	2	3	2
COc1c2c(cc3oc(=O)ccc13)OC(C)(C)C=C2	0.0	3	-11	16	3	3	1	0	-3
O=[N+]([O-])c1ccccc1/C=C/C=N/N1CCCCC1	-1.7	3	6	-1	8	4	-1	0	4
Cc1ccc([N+](=O)[O-])cc1N=C(c1ccc([N+](=O)[O-])cc1)N1CCOCC1	-1.0	5	0	15	-5	6	-6	1	-3
CCCCN(C1CCS(=O)(=O)C1)S(=O)(=O)c1cccs1 (configuration not stated)	-1.9	7	4	3	-3	0	-2	0	4
CC(C)Cc1nnc(NC(=O)CSc2nc(O)c(-c3ccccc3)c(=O)[nH]2)s1	-1.4	4	4	8	12	-2	-4	1	0
CCOc1ccccc1C1C(C(=O)Nc2ccccc2OC)=C(C)Nc2nnnn21 (configuration not stated)	-0.7	5	-4	-10	4	3	-2	2	-1
COc1ccc(CN2CCNC(=O)C2CC(=O)NC2CCCCCCC2)cc1OC (configuration not stated)	2.1	-26	36*	-30	8	-6	1	2	-10
COc1ccccc1-c1cc(C(=O)Nc2c(C)n(C)n(-c3ccccc3)c2=O)no1	-1.1	5	0	6	-4	5	6	1	-1
CNC[C@@H]1Oc2ccc(NC(=O)Nc3c(C)noc3C)cc2CC(=O)N([C@H](C)CO)C[C@H]1C	0.7	3	2	2	12	-3	-2	1	3
CCOC(=O)C1CCN(CC(O)COCc2ccccc2)CC1 (configuration not stated)	-1.5	-2	3	2	4	3	1	1	-8
C=CCN1C(=O)/C(=C\C(C)=C\c2ccccc2)SC1=S	5.6	-2	-1	8	20	-11	3	1	0

2 records drawn at random from the list so far:
SMILES	CRFR2-BP ag	CHRM4 PAM	M4 antag	CRFBP-R2 block	M5 antag	M5 PAM	IDE inh	M4 ag	CHRM5 agonist
CCOc1ccccc1C1C(C(=O)Nc2ccccc2OC)=C(C)Nc2nnnn21 (configuration not stated)	-0.7	5	-4	-10	4	3	-2	2	-1
COc1ccc(CN2CCNC(=O)C2CC(=O)NC2CCCCCCC2)cc1OC (configuration not stated)	2.1	-26	36*	-30	8	-6	1	2	-10

Continued:
SMILES	CRFR2-BP ag	CHRM4 PAM	M4 antag	CRFBP-R2 block	M5 antag	M5 PAM	IDE inh	M4 ag	CHRM5 agonist
CCn1c(SCC(=O)c2ccc(Cl)s2)nnc1-c1cccs1	-1.3	-1	4	0	4	-2	6	2	-6
Cc1onc(-c2ccccc2)c1C(=O)Nc1ccc(S(=O)(=O)Nc2nccs2)cc1	3.4	6	6	-8	4	5	-6	0	-5
COc1ccc(OC)c(N(CC(=O)N2CCCC2)S(=O)(=O)c2ccccc2)c1	-2.0	-9	12	2	6	6	-2	1	-2
CCN1C(=O)c2cccc3c(S(=O)(=O)N(C)C)ccc1c23	-0.2	-2	1	5	2	-2	.	1	-1
O=C(N/N=C/C(Br)=C\c1ccccc1)c1ccco1	0.1	-4	10	-2	9	0	-2	1	0
Cc1ccc2c(c1)N(CC(=O)NCCCN1CCN(C)CC1)C(=O)CO2	1.4	-5	8	-2	10	-4	0	1	-5
Cc1oc2cc3oc(=O)c(CCC(=O)N4C[C@H]5C[C@@H](C4)c4cccc(=O)n4C5)c(C)c3cc2c1C	-1.0	1	-5	12	3	-2	18*	0	-4
CC(C)n1c(=O)n(CC(=O)NCC2CCCO2)c(=O)c2c3c(sc21)COC(C)(C)C3 (configuration not stated)	-1.2	-2	1	14	10	-3	4	1	-1
CCN(CC)C(=O)CN(Cc1ccccc1)S(=O)(=O)c1ccc(F)cc1	0.2	4	-2	9	0	-1	1	-1	-4
O=C(NCc1ccccc1)C1Cc2ccccc2CN1C(=O)c1ccco1 (configuration not stated)	0.6	-3	1	10	0	10	-3	1	0
COC(=O)c1ccc(Cn2cc([N+](=O)[O-])cn2)cc1	-3.1	8	-6	-2	3	4	-1	0	-2
COC(=O)c1cc(S(=O)(=O)N2c3ccccc3CC2C)cn1C (configuration not stated)	-1.2	-8	-3	1	-10	-1	2	1	-7
CCN(C(=O)c1ccc2c(=O)n3c(nc2c1)CCCCC3)c1ccc(F)cc1	-1.9	-2	-14	-5	-4	2	-1	5	-3
CCOC(=O)c1c(NC(=O)C2(C)Cc3ccccc3C(=O)O2)sc2c1CCCC2 (configuration not stated)	3.2	4	4	18	7	-3	1	-1	-2
CCOC(=O)CC1C(=O)NCCN1S(=O)(=O)c1ccccc1 (configuration not stated)	-1.1	3	-3	3	0	1	1	0	3
CN(CCC#N)C(=S)Nc1ccc(S(=O)(=O)N2CCOCC2)cc1	0.1	-4	5	23	9	3	7	1	-1
COCCNC(=O)COC(=O)c1cccnc1SC	1.9	10	-5	1	7	4	6	1	2
COc1ccccc1-c1nc(S(=O)(=O)c2ccc(Cl)cc2)c(N(C)C)o1	-2.7	-6	3	9	1	-5	-2	-1	1
COc1ccc(CNC(=O)CCCCCNC(=O)N2CCn3c2nc2ccccc23)cc1	-1.0	-12	0	-1	2	-1	1	6	-3
CC(C)OC(=O)CCNc1n[nH]c(=O)[nH]c1=O	-2.3	6	5	-1	6	-2	2	1	-6
CCCc1nc2oc3c(Cl)ncnc3c2c2c1CCCC2	2.2	-11	19	-2	-1	-12	1	-1	-3
O=C(NCc1cccc(Cl)c1)c1ccc2c(c1)OCO2	-1.4	1	-1	13	-3	-1	1	0	-2
CCn1cc(C(=O)NCCc2ccc(OC)cc2)c(=O)c2ccc(C)nc21	-2.6	0	-20	2	0	5	0	3	-2
COc1ccc(NC2CCCN(C(=O)c3ccccc3C(F)(F)F)C2)cc1 (configuration not stated)	-0.1	0	-7	-8	5	-1	5	4	-2
